# HSP90 refold inh: inhibitors of HSP90 luciferase refolding in rabbit reticulocyte lysate | luciferase refolding luminescence, 3 h | inhibition, % at 5.6 µM | hit rate 0.91% among 290,000 | AID 1789;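 active = inhibition above the screen-wide mean plus 3 SD, computed separately per campaign, cut at about 16% in these data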;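 note: 0% = DMSO wells and 100% = 60 µM geldanamycin wells; inhibitors lower the luminescence because luciferase stays unfolded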
# GSK3A inh: human GSK-3 alpha kinase inhibition. P49840. ADP-Glo luminescence, 60 min. inhibition, % at 10 µM. hit rate 0.1% among 320,000. AID 2650;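 in the data active = inhibition above about 50%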;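 note: GST-tagged GSK-3 alpha with peptide substrate and 25 µM ATP; 0% = DMSO neutral wells and 100% = GW8510 positive control wells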
# Target sequence (P49840 whole entry, looked up): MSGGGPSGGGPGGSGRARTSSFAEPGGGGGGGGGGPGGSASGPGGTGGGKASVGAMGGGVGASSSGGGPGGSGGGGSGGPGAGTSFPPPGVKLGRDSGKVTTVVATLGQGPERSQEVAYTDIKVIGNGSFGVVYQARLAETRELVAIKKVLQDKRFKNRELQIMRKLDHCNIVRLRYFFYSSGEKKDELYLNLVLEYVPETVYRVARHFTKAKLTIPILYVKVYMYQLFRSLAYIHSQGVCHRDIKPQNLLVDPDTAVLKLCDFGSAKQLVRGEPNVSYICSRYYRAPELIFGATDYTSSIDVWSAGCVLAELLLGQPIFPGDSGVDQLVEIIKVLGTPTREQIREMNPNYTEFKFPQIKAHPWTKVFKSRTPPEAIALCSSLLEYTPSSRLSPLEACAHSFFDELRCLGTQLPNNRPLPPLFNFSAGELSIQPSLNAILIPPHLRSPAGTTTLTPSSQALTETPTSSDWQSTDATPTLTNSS
# GSK3beta inhib: human GSK3beta kinase inhibition | P49841 | hit rate 0.038% among 300,000 | AID 2097 | GST-GSK3beta kinase, ADP-Glo luminescence, 60 min; hits give low values | activity score (negative = inhibition), % at 10 µM;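 active = more than half of replicate wells score below -50%, meaning over 50% inhibition versus plate controls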;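 note: 0% = median DMSO wells and -100% = median GW8510 positive control wells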
# Target sequence (P49841 whole entry, looked up): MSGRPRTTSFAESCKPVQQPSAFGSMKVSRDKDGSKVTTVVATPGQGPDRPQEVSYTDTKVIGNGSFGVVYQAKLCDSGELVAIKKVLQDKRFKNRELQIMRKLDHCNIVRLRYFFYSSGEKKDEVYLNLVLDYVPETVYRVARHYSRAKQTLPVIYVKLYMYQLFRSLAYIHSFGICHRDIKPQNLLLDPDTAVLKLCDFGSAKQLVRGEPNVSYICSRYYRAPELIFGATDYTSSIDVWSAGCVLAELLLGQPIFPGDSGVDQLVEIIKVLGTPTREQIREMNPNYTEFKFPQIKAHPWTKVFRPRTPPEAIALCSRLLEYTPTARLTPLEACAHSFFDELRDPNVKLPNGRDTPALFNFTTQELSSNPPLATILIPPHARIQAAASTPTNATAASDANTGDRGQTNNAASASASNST
#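 Test system: GST-fused GSK3beta enzyme, cell-free | Quantity: 1.6 ng GST-GSK3beta enzyme per well | Reagent: 25 µM ATP with peptide substrate | Schedule: 60 min enzyme reaction, room temperature | Signal: Luminescent ADP-Glo measurement of ADP formed | Read-out basis: Score relative to plate controls | Control set: DMSO and 20 µM GW8510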
# aSyn UTR inh: 5' untranslated region of α-synuclein, MLPCN primary screen | alpha-synuclein 5'UTR reporter, inhibitor activity | inhibition, % (tested at 7.5 µM) | hit rate 0.82% among 300,000 | AID 1813; in the data active = inhibition above about 60%;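 note: H4 neuroglioblastoma cells stably carrying SNCA 5'UTR luciferase fusion; 0% = DMSO wells and 100% = positive control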
# AI-2 QS modul: modulators of Vibrio harveyi AI-2 quorum sensing system; Vibrio harveyi JMH597 AI-2 luminescence/OD600 ratio, 9 h; hits give low values; strain lacks LuxN and CqsS sensors; 0 = neutral-control median; activity change, % at 7.5 µM; hit rate 0.4% among 300,000; AID 2094; in the data active = activity change below about -75%, passing the limit was not always enough;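 note: luminescence divided by OD600 gain over 9 h not by final OD600 alone; inactives centre near 13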
# IEC-6 tox: IEC-6 cytotoxicity, counter-screen for KLF5 inhibitors; luminescence viability; inhibition, % at 5 µM; hit rate 0.78% among 290,000; in the data active = inhibition above about 22%;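 note: 0% = plate median of test compound wells and 100% = cytotoxic reference compound wells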
# PolyA inhibitor: yeast polyadenylation inhibition; S. cerevisiae SKY197-pL101 polyadenylation reporter, beta-gal luminescence; efflux-impaired pdr1/pdr3 knockout yeast; score 100 = 6 SD above DMSO; calls only at 12 µM; hit rate 0.02% among 300,000;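 active = lowest replicate activity score at least 50, where 100 means six control SD above control mean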;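 note: yeast exposed to compound for 9 h at 30 °C; higher score means more reporter readthrough which indicates perturbed polyadenylation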
# HSF1 inhib: HSF1 inhibition; NIH3T3-HGL HSE-luciferase, MG132-induced, luminescence 8 h; hits give low values; activity change, negative = inhibition, % at 7.5 µM (by protocol); hit rate 0.77% among 300,000; AID 2098;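 active = more than half of replicate wells show activity change below -50%, luminescence cut by over half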;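 note: luciferase reports HSF-1 transcriptional activity via heat shock element; 0% = median of DMSO wells and -100% = zero luminescence signal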
# HSF-1 act: increases HSF-1 driven luciferase reporter signal; NIH3T3-HGL HSF-1 luciferase reporter, MG132, 8 h; 100% = twice DMSO control signal; activation, % at 9 µM; hit rate 1.7% among 300,000;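 active = mean replicate activation of at least 50% with a set share of replicates each reaching 50%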;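 note: 0% = median of the neutral control wells and 100% = twice that signal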
# KLF5 inh: kruppel-like factor 5 inhibition; DLD-1 KLF5 promoter-luciferase reporter, luminescence; hit rate 0.23% among 290,000; inhibition, % at 5 µM;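 active = inhibition above a per-plate limit of that plate's mean compound inhibition plus 3 SD, cut at about 60% in these data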;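 note: 0% = DMSO wells and 100% = LY294002 at 200 µM; higher means less KLF5 promoter-driven luciferase light; inactives centre near -14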
# An asterisk follows results filed as active; i = inactive; / = not tested or not shown.
SMILES,HSP90 refold inh,GSK3A inh,GSK3beta inhib,aSyn UTR inh,AI-2 QS modul,IEC-6 tox,PolyA inhibitor,HSF1 inhib,HSF-1 act,KLF5 inh
Cc1[nH]c2ccc(C(=O)N3CCN(C)CC3)cc2c1C,-0.4,-1.3,-0.4,-50.4,20.7,0.4,i,-0.7,-15.7,-70.8
COCCN=C1N[C@@H](c2ccc(Br)cc2)C(C(=O)OC)=C(C)N1Cc1ccccc1,-0.8,3.4,-0.4,9.6,-4.2,7.0,i,-1.8,1.9,-3.9
COCCCNS(=O)(=O)c1ccc(OC)c(Cl)c1Cl,-2.5,-2.2,-5.0,-1.4,11.4,-2.7,i,3.8,-10.6,-8.6
CCC/C=C(\CCC)C(NS(=O)(=O)c1ccc(C(F)(F)F)cc1)c1ccccc1 (centres undefined),7.3,-0.5,1.7,3.9,7.6,2.0,i,1.9,-1.5,-22.8
Cc1cc(C)cc(NC(=O)c2ccc(NC3=NC4CS(=O)(=O)CC4S3)cc2)c1 (centres undefined),-0.7,0.4,1.8,-1.7,14.6,-5.4,i,-4.4,-10.9,-6.4
COc1ccc(/C=C(/NC(=O)c2ccccc2)C(=O)N2CCC(C)CC2)cc1,-2.3,-1.6,1.9,-12.0,14.4,-1.9,i,-2.1,3.1,-20.8
NC(=S)c1c(Cl)cc(C(F)(F)F)cc1Cl,-1.3,-0.5,1.5,9.7,6.9,0.5,i,-3.9,29.0,-18.0
CC1CCN(C(=O)c2ccc(NC(=O)c3cccs3)cc2)CC1,-3.2,-0.8,0.5,-24.7,-23.5,2.3,i,-2.6,-0.4,-12.2
COc1cc(C)c2occ(/C(C)=N\O)c2c1,-2.6,-0.5,-3.8,-15.2,6.0,0.1,i,5.9,-3.0,-6.1
CC(Cc1cccs1)NC(=O)Nc1ccc(Cl)cc1 (centres undefined),0.3,-2.2,1.2,-220.9,-7.2,-3.5,i,30.2,61.9*,-117.4
Cc1cc([N+](=O)[O-])ccc1NCc1ccc2ccccc2c1,-3.4,-2.8,3.3,17.3,8.1,-7.9,i,17.8,40.5,1.6
O=c1cc(CN2CCN(C/C=C/c3ccccc3)CC2)c2cc(O)c(-c3ccccc3)cc2o1,-0.7,0.0,-4.0,-55.5,21.3,-5.3,i,17.5,20.1,-1.5
Clc1ccc(-c2nnc(C34CC5CC(CC(C5)C3)C4)o2)cn1,-6.0,/,4.2,-3.0,9.3,1.3,i,2.5,-10.5,-35.8
CCNC(=O)CCn1nc(-c2ccc(Cl)cc2)c2ccccc2c1=O,-0.1,4.3,1.7,11.6,1.9,-1.6,i,1.5,2.4,-25.5
CC[N+](C)(C)c1cccc(O)c1,-0.1,1.3,-2.5,-15.0,13.2,2.1,i,-7.0,-31.7,6.5
CN1CCN(C(=O)c2cc(=O)c3cc(Cl)cc(Cl)c3o2)CC1,-4.3,-1.7,3.5,7.4,8.6,3.5,i,0.5,1.5,-0.7
COc1cc(/C=N/NC(N)=S)ccc1OCC(=O)Nc1ccc(C)cc1,2.6,-0.5,-3.8,-25.6,4.6,-3.0,i,-3.3,3.8,-8.3
CC(C)c1ccc(NC(=O)C2C3C=CC4(CN(Cc5cccnc5)C(=O)C24)O3)cc1 (centres undefined),-0.4,2.7,2.9,20.3,7.2,5.1,i,0.3,17.8,-11.2
CCOc1ccc(C2C(C(=O)O)CCC(=O)N2C2CCCCC2)cc1 (centres undefined),2.5,1.6,-0.6,6.1,6.9,-5.7,i,-8.3,6.3,1.8
O=C(Cn1c(-c2ccccc2)noc1=O)Nc1ccc(S(=O)(=O)N2CCOCC2)cc1,-0.9,-0.7,4.3,18.7,29.3,-1.9,i,-1.8,-4.7,5.4
CC(=O)c1sc(NC(=O)CCN2C(=O)c3ccccc3C2=O)nc1C,1.9,2.2,-1.4,-28.6,-64.6,-11.7,i,-6.1,2.0,-25.1
CCN(CC(=O)Nc1c(F)cccc1F)C(=O)CN1c2cccc3cccc(c23)S1(=O)=O,/,-1.4,/,19.4,/,/,i,-5.1,-9.4,/
C=CCn1c(C#N)c(N)sc1=N,-1.2,3.2,-9.7,1.7,3.1,-3.5,i,-3.4,-11.2,-15.3
COC(CNC(=O)C(=O)Nc1cc2c3c(c1)CC(=O)N3CCC2)OC,-3.8,-1.1,2.5,-12.7,20.5,-6.9,i,-1.4,6.8,-7.8
COCCNC(=O)c1noc2c1CCc1cc(OC)ccc1-2,2.6,-6.0,1.6,-98.3,-19.1,0.8,i,47.1,77.4*,-92.6
Cc1nn(-c2ccccc2)c(C)c1NC(=O)COC(=O)CCCOc1ccccc1,/,-0.9,0.0,-28.6,28.9,/,i,-5.7,-8.6,/
CC(C)(C)NC(=O)c1cc2c(ccc3ccccc32)oc1=O,-0.1,-1.4,-1.9,-2.8,18.1,5.9,i,0.7,-1.0,-65.4
CCCNC(=O)c1cnc(Sc2ncc(C(F)(F)F)cc2Cl)n1C,2.9,-3.8,0.4,40.3,2.0,4.1,i,-6.7,-16.5,0.5
O=C(NCc1c[nH]c2ccccc12)c1ccccc1,/,-1.4,-2.2,-8.2,12.5,/,i,7.2,21.9,/
Clc1nc(Nc2ccccc2)nc(Nc2ccccc2)n1,-0.2,-2.5,3.8,-15.4,-2.8,8.5,i,18.5,24.6,-5.5
CC(C)N1CCN(Cc2cccn2-c2ccccn2)CC1CCO (centres undefined),-0.8,/,1.0,17.2,24.1,-1.8,i,-4.0,-6.1,9.6
CCCN1CCN(CCCNC(=S)Nc2ccc(OC)cc2)CC1,3.0,-0.2,0.7,15.9,10.6,3.6,i,-3.0,-0.1,-11.7
O=C(CSc1ncc(-c2ccc(F)cc2)[nH]1)Nc1cccc(O)c1,-2.3,2.3,-1.0,5.6,8.3,2.3,i,23.9,33.7,-30.9
COc1ccc(C(=O)N2CCc3ccc(NC(=O)c4ccccn4)cc3C2)cc1F,-3.8,/,0.1,-101.2,27.9,6.2,i,3.3,43.4,-58.2
CC(=O)c1c(COC(=O)c2ccccc2Cl)nc2ccccc2[n+]1[O-],-0.5,5.4,-0.4,9.1,11.1,0.0,i,-6.6,-0.9,-26.5
COc1ccc(C(=O)N2CCN(CCCc3ccccc3)CC2)cc1OC,5.3,-3.3,4.1,7.1,11.0,2.3,i,-6.0,2.7,-12.7
Cc1ccc(S(=O)(=O)N(C)CC(=O)NC2CC(C)(C)NC(C)(C)C2)cc1,-2.7,-6.2,0.1,8.7,32.7,-1.3,i,-6.9,-6.3,12.0
O=C(NC1CCCCC1)N(Cc1nc2ccccc2c(=O)[nH]1)C1CCCC1,2.4,-2.6,3.4,0.2,13.7,-9.4,i,-6.1,-17.3,-16.2
O=C(Cc1ccc([N+](=O)[O-])cc1)N1CCN(c2ccc([N+](=O)[O-])cc2)CC1,1.6,-0.5,2.4,8.4,13.2,5.0,i,1.0,-3.0,-27.0
CCOc1cc(/C=N/NC(=O)c2cccs2)ccc1OC(=O)N1CCOCC1,-2.9,/,-0.1,-11.8,-3.1,2.6,i,1.2,34.0,-44.4
Cc1ccc(OCc2nc(-c3ccccc3)no2)c(C)c1,-4.9,2.9,-0.2,-211.7,-3.6,-2.2,i,56.1,109.0*,-19.5
Cc1ccc(S(=O)(=O)CC(=O)Nc2nc3ccc(S(N)(=O)=O)cc3s2)cc1,-9.2,-1.6,-0.4,2.0,29.7,-3.6,i,-2.7,-5.7,-16.6
CC(C)CC(=O)Nc1ccc(OCC(=O)O)cc1,-2.6,-3.2,-3.5,-4.4,22.8,1.6,i,2.5,4.2,-5.3
Clc1ccc(Oc2ncnc3oc(-c4ccccc4)cc23)cc1,-0.5,3.3,4.6,3.0,16.8,-1.8,i,-5.1,-2.2,-62.1
O=C(COc1cccnc1[N+](=O)[O-])NCCc1ccccc1,0.7,-2.3,2.9,-11.1,23.3,0.5,i,6.6,-7.2,-20.6
Cn1c(=O)c2c(-c3ccccc3)n(Cc3cccnc3)cc2n(C)c1=O,-2.0,2.6,1.4,18.4,7.9,2.0,i,-1.9,3.7,-2.7
Cc1ccc(C(=O)NCC(=O)OCC(=O)Nc2ccc3[nH]c(=O)[nH]c3c2)cc1,/,-1.3,/,-5.2,/,/,i,-2.0,-4.6,/
COC(=O)[C@@H](NC(=O)N(C1CCCCC1)C1CCCCC1)C(C)C,5.1,-2.1,2.0,16.0,25.1,0.8,i,2.6,0.3,-11.8
COc1ccc(C(=O)NNC(=O)C(=O)NCc2ccccc2)cc1,0.7,-6.6,4.7,29.0,17.5,-2.1,i,6.9,37.0,-14.7
NS(=O)(=O)c1ccc(CNC(=S)Nc2ccc(Cl)c(Cl)c2)cc1,3.4,1.5,0.1,8.2,10.1,6.7,i,-6.0,0.9,-25.0
COc1ccccc1CC(=O)Nc1ccc(-c2noc(COc3cccc(C)c3C)n2)cc1,-1.1,-1.4,-0.6,20.3,15.2,-2.1,i,4.7,-15.4,-45.7
CC(=O)c1cc2c(cc1NC(=O)c1ccc(C)cc1)OCO2,2.3,6.0,-0.1,-100.6,15.2,-7.4,i,-6.8,2.2,18.7
COCCCN1C(=O)C2C(C(=O)Nc3cccc(Cl)c3)C3C=CC2(O3)C1C(=O)NC1CCCCC1 (centres undefined),-5.3,-2.9,3.3,7.2,27.4,-2.1,i,-2.5,5.9,-20.5
CC1(C)Cc2c(cnn2-c2ccc(F)cc2)C(NC(=O)C2CCC2)C1 (centres undefined),0.2,0.8,4.0,-5.3,-2.9,5.1,i,-9.9,4.3,-17.5
CCCCSc1nc2sc3c(c2c(=O)[nH]1)CCC3,0.6,-4.3,-6.6,0.7,21.8,3.5,i,11.6,2.7,-17.4
CSc1nc2[nH]c3c(c2c2nnnn12)CCCC3,0.5,-1.4,-2.9,3.2,13.2,10.7,i,-0.1,9.1,-32.9
O=C(O)C1CCCCC1C(=O)Nc1ccc(-c2ccccc2)cc1 (centres undefined),1.0,-2.2,1.1,-37.4,29.9,1.2,i,-13.1,-10.8,-1.0
COc1cc(/C=C2\SC(c3ccc(C)cc3)=NC2=O)cc(OC)c1O,-2.4,4.2,1.5,-2.0,12.0,-0.9,i,-3.3,4.8,-20.9
O=C(COC(=O)c1cccs1)Nc1ccccc1C(F)(F)F,0.2,-0.5,-0.3,33.3,13.4,10.5,i,0.5,2.2,-17.4

# This is a subset, so the mix of outcomes need not match the whole.
